PAX8 inh HTS = inhibitors of PAX8 transcriptional activity in RMG-I cells | RMG-I TPO-luciferase reporter, SteadyGlo, 24 h | inhibition, % at 12.6 µM | 360,000 compounds, 1.2% hits | AID 652154;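 active = mean replicate inhibition at least 60% with every replicate also reaching 60%; inconclusive = only one of the two criteria is met; inactive = mean below 60% and not all replicates reaching 60%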;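 also: luciferase light reporting Pax8 driven TPO promoter activity; plate controls were median of neutral control wells for no effect and mitoxantrone controls for full effect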
CFTR F508del cor = CFTR F508del correction in bronchial cells | AID 720511 | CFBE cells, YFP halide quenching; stimulated with forskolin plus potentiator P3; % fluorescence drop versus neutral controls | activity (quench increase), % at 7.58 µM | 350,000 compounds, 0.36% hits;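 active = mean added fluorescence quench of at least 8% versus neutral control, with both replicates also reaching 8%; inconclusive = only one of the mean or replicate conditions met; inactive = mean below 8% and not both replicates reaching 8%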;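 also: cells transiently co-express mutant CFTR-F508del with the halide-sensitive YFP; corrector assay measuring rescue of mutant channel to the surface after 24 h compound exposure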
FN deposit inh = fibronectin deposition inhibition; AH1F fibroblasts, Alexa488-fibronectin deposition fluorescence, overnight; inhibition, % at 12.6 µM; 350,000 compounds, 0.086% hits;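 active = mean inhibition across replicates of 30% or more, regardless of how many single replicates reach that level; inconclusive = mean under 30% yet at least half of replicates reach 30%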;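 also: positive control wells lacked labelled fibronectin entirely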
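Assay system: AH1F fibroblasts assembling fluorescent fibronectin matrix; Amount: 10000 AH1F cells per well; Buffer or medium: DMEM, 2% serum; Probe or stimulus: Alexa488-fibronectin, 24 nM final in well; Doses: single compound dose, delivered by pin transfer; Incubation: 1 h adhesion, overnight exposure; Measured by: fluorescence 485/525 nm; Read-out: fibronectin deposition inhibition.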
INS-1E GSIS act = GLuc luminescence reporter in INS-1E cells, primary screen for activators of glucose-dependent secretion of insulin | INS-1E GLuc reporter insulin secretion, 2-3 h | 370,000 compounds, 0.61% hits | activation, % at 16.6 µM | AID 743287;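 active = lowest replicate activation of at least 40%, so every replicate reaches that level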;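 also: 0% = median of neutral control wells and 100% = median of IBMX positive control wells; some compounds called inactive have numbers as strong as hits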
EWS-Fli block = blocks EWS/Fli oncoprotein-driven transcription; A673 NR0B1-luciferase reporter, viability-normalised; AID 651661; 350,000 compounds, 0.67% hits; inhibition, % at 12.6 µM;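 active = mean inhibition of at least 50% after viability correction, with every replicate also passing that limit; inconclusive = mean reaches 50% but only one of two replicates passes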;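 also: firefly luciferase signal divided by Alamar Blue viability fluorescence both relative to DMSO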
DENV2 CPE = inhibitors of DENV2 cytopathic effect | AID 651640 | CPE inhibition, % at 9.99 µM | DENV2-infected cells, cytopathic effect rescue, plate reader | 350,000 compounds, 1.7% hits; in the data active = CPE inhibition above about 20%, passing the limit was not always enough; inconclusive = no clear call, values can overlap the other calls; tested in BHK-21 cells;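 also: 0% = median of neutral control wells and 100% = median of positive control wells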
miR122 inh = inhibitors of miR-122 in Huh7 cells; Huh7 miR-122 Renilla luciferase sensor, 48 h; neutral wells = 0, positive control = 100; activation (reporter increase), % at 12.5 µM; 340,000 compounds, 0.3% hits;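 active = mean replicate activation score at least 90 and every replicate individually at or above 90; inconclusive = only one of the two criteria met; inactive = neither criterion met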;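 also: higher luciferase means less miR-122 activity so hits act as miR-122 inhibitors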
* = called active by the depositor; u = inconclusive; x = not tested or not shown; & = joins results of further samples; [ ] = another dose, or the depositor's remark.

Abbreviations – A = PAX8 inh HTS; B = CFTR F508del cor; C = FN deposit inh; D = INS-1E GSIS act; E = EWS-Fli block; F = DENV2 CPE; G = miR122 inh
COc1cccc(-c2cnc(C(O)c3ccc(C)cc3C)[nH]2)c1 (centres undefined)
  A = -12; B = 0.3; C = 10; D = -4; E = 10; F = 10; G = 14
CC(NC(=S)NCCc1ccccc1)C(c1cccs1)N1CCN(Cc2ccccc2)CC1 (centres undefined)
  A = 10; B = 7.9; C = 8; D = x; E = 32; F = 6; G = x
CCOC(=O)c1c(/N=C/c2ccccc2O)sc2c1CCC2
  A = 49; B = -2.2; C = -3; D = -10; E = 5; F = -12; G = 17
CC(NC(=O)c1ccccc1Cl)C(=O)Nc1ccc2c(c1)OCO2 (centres undefined)
  A = -12; B = 2.3; C = -3; D = -12; E = -12; F = 3; G = x
C=CCOc1ccc(C(=O)NC2CCCCC2)cc1
  A = -168; B = x; C = -8; D = x; E = x; F = x; G = 0
CC1(C(=O)NS(=O)(=O)c2ccc(C#N)cc2)CCN1C(=O)Cc1ccccc1Cl (centres undefined)
  A = -19; B = 3.7; C = -5; D = 31; E = 0; F = 2; G = 0
Cc1ccc(S(=O)(=O)N2C[C@@H]3O[C@@H](CNS(=O)(=O)c4ccccc4C)CC[C@@H]32)cc1
  A = x; B = -1.5; C = x; D = x; E = -4; F = 1; G = x
C[C@H](CO)N1C[C@H](C)[C@H](CN(C)C(=O)Nc2ccc(F)cc2)OCc2cnnn2CCCC1=O
  A = -15&-6; B = 2.2&0.2; C = -10&1; D = -10&0; E = -23&-5; F = 0&-2; G = 5
CC1(c2nnc(-c3ccc(Cl)cc3)o2)CC(c2ccncc2)=NO1 (centres undefined)
  A = -24; B = 0.4; C = 17; D = -13; E = -2; F = u; G = -18
Cn1cnnc1Sc1ccc(C(=O)OCC(=O)Nc2ccccc2)cc1[N+](=O)[O-]
  A = 15; B = -0.3; C = 4; D = -3; E = 13; F = -1; G = -22
CC(C)NC(=O)N(C)C[C@@H]1Oc2ccc(NC(=O)Nc3ccc4c(c3)OCO4)cc2CC(=O)N([C@@H](C)CO)C[C@@H]1C
  A = x; B = -0.6; C = -3; D = 1; E = 1; F = -2; G = 1[16.7 µM]
O=C1[C@@H](Oc2ccccc2)[C@@H](c2ccccc2)N1c1cccnc1
  A = -8; B = -0.6; C = -3; D = 19; E = -13; F = -3; G = -1
COCCNC(=O)C(c1ccc(C)cc1)N(Cc1ccccc1)C(=O)CCC(=O)Nc1ccccn1 (centres undefined)
  A = 14; B = 5.5; C = 15; D = -1; E = 10; F = -2; G = -1
COc1cccc(-c2ccc([C@@H]3[C@H](CO)N4CCCCN(CC5CC5)C[C@@H]34)cc2)c1
  A = -11; B = -2.0; C = x; D = -12; E = -7; F = 2; G = 19[16.7 µM]
CC1CCCN(CC(=O)Nc2cc(S(=O)(=O)N3CCOCC3)ccc2N2CCCC2)C1 (centres undefined)
  A = 11; B = 1.4; C = -3; D = -6; E = 10; F = -2; G = 4
O=C(CC(=O)NC1CCCCC1)N/N=C/c1ccccc1F
  A = -7; B = 0.8; C = 3; D = 1; E = -1; F = -4; G = x
O=C(OCc1nnc(-c2ccccc2)o1)c1ccc(CO)cc1
  A = -15; B = -2.0; C = 1; D = 11; E = -2; F = -2; G = 13
CCOC(=O)c1csc(-c2snnc2C)n1
  A = -4; B = 0.0; C = 1; D = 1; E = 1; F = 4; G = x
COc1ccc2c3c([nH]c2c1)[C@H](CO)N(S(=O)(=O)c1cn(C)cn1)CC31CCN(CC2CCCCC2)CC1
  A = -16; B = 4.6; C = -11; D = 5; E = -11; F = u; G = x
C[C@H]1CCCCO[C@H](CN(C)C(=O)Nc2cccc3ccccc23)[C@@H](C)CN([C@@H](C)CO)C(=O)c2cc(NC(=O)C3CCCCC3)ccc2O1
  A = 56; B = -7.1; C = x; D = 5; E = 10; F = 1; G = -11[16.7 µM]
COc1ccccc1NC(=O)NC(=O)c1ccccc1
  A = -54; B = -0.7; C = 0; D = -5; E = -66; F = 2; G = 4
CC(C)CC(NC(=O)C1CCC(=O)N1C(=O)OCc1ccccc1)C(=O)NC(Cc1ccccc1)C(N)=O (centres undefined)
  A = -16; B = 2.1; C = -18; D = 21; E = -2; F = -4; G = x
O=C(Nc1ccc(S(=O)(=O)Nc2ccccn2)cc1)c1cccc(Cl)c1
  A = -3; B = 0.7; C = -3; D = -15; E = 4; F = 10; G = x
Cc1ccc(CNC(=S)Nc2ccc(NS(=O)(=O)c3ccc(C)cc3)cc2)cc1
  A = 13; B = -1.4; C = 4; D = -19; E = 16; F = -3; G = 39
CC1=C(C(=O)Nc2ccc(Cl)cc2)C2(CCCCC2)C(C(N)=O)C(=S)N1 (centres undefined)
  A = -1; B = x; C = 7; D = -22; E = x; F = 2; G = x
O=C(Nc1nnc(-c2cccs2)s1)C1CC1
  A = 6; B = 0.8; C = -21; D = 21; E = -55; F = -3; G = 1
Cc1cccc(NC(=O)C2CCN(S(=O)(=O)c3c(C)noc3/C=C/c3ccco3)CC2)n1
  A = 62*; B = x; C = 7; D = -27; E = x; F = x; G = x
Cc1noc(C)c1S(=O)(=O)Nc1ccc2c(c1)C(=O)N([C@@H](C)CO)C[C@@H](C)[C@@H](CN(C)Cc1ccc3c(c1)OCO3)O2
  A = x; B = -1.9; C = 2; D = -2; E = 7; F = 32*; G = 14[16.7 µM]
CS(=O)(=O)c1ccc(Cl)c(NC(=O)COC(=O)CCCN2C(=O)c3cccc4cccc(c34)C2=O)c1
  A = 0; B = 1.7; C = 6; D = 4; E = -7; F = -5; G = x
[NH-]c1ncnc2c1N=C[N+]2=CC=CCO
  A = -1; B = 0.6; C = -3; D = 13; E = 10; F = 10; G = x
C=C[C@@H]1c2cc(C)ccc2N(S(=O)(=O)c2ccc(C)cc2)[C@H](c2ccccc2C(F)(F)F)C1(C#N)C#N
  A = 29; B = 0.7; C = 1; D = -2; E = 19; F = -6; G = x
C1CCc2c(nnc3c2-c2nonc2CC3)C1
  A = x; B = -4.6; C = x; D = -3; E = 8; F = u; G = x
COCCSc1nnc(NC(=O)C2CC(=O)N(c3ccc(Cl)cc3)C2)s1 (centres undefined)
  A = -9; B = 1.6; C = 0; D = -18; E = 1; F = 5; G = x
COC(=O)c1cc(Br)ccc1OC(=O)c1cccnc1
  A = 5; B = x; C = -5; D = x; E = x; F = x; G = -3
COCCn1c(=S)[nH]c2cc(C(=O)N3CCN(C4CCCCC4)CC3)ccc2c1=O
  A = 20; B = -3.9; C = 2; D = -5; E = 6; F = 2; G = -4
Cc1ccc(N(CC(=O)NN=C2CCN(C)CC2)S(=O)(=O)c2ccc(C)cc2)cc1
  A = 1; B = -2.7; C = 4; D = 7; E = 6; F = 0; G = 3
CNC(=O)c1cc(S(=O)(=O)N2CC(C)OC(C)C2)ccc1N1CCCCC1 (centres undefined)
  A = 4; B = 3.8; C = -1; D = 3; E = -2; F = -11; G = x
COc1cccc(CNC(=O)CCNS(=O)(=O)c2cccs2)c1
  A = 0; B = x; C = 1; D = x; E = x; F = x; G = -1
CC(C)Oc1ccc(OCCSc2nc3ccccc3n2CC(=O)O)cc1
  A = -9; B = -3.5; C = -4; D = -8; E = 9; F = 9; G = -4
CCCN(CC(=O)Nc1ccccc1C)C(=O)Cc1n[nH]c(=O)c2ccccc12
  A = 12; B = -1.1; C = 4; D = 27; E = 10; F = -1; G = x
Cc1cccc(OCC(=O)O/N=C(\N)Cc2ccc([N+](=O)[O-])cc2)c1
  A = -12; B = 2.6; C = -8; D = -8; E = 3; F = 17; G = -3
COC(=O)c1cc(S(=O)(=O)N2CCCCC2C)c[nH]1 (centres undefined)
  A = 10; B = -2.4; C = 3; D = 56; E = x; F = 0; G = x
CC(C)NC(=O)N[C@H]1CC[C@H](CC(=O)NCc2ccc(Oc3ccccc3)cc2)O[C@H]1CO
  A = 2; B = 4.9; C = 11; D = 1; E = -5; F = u; G = x
Cc1ccc(C)c(OCc2cc(C(=O)N3CC[C@@H]4CCCC[C@H]4C3)no2)c1
  A = -158; B = -5.8; C = -3; D = -8; E = x; F = 4; G = -10
O=C(c1cc(-c2cccc(O)c2)on1)N1CCCC1
  A = -98; B = -0.5; C = -8; D = 12; E = -26; F = -2; G = -1
CCCOc1ccc(NC(=O)C2CC(=O)N(C)C(=Nc3cccc(OC)c3)S2)cc1 (centres undefined)
  A = 16; B = -1.0; C = 2; D = -41; E = 8; F = -7; G = -1
CN(CC(=O)Nc1cccc(S(=O)(=O)N(C)c2ccccc2)c1)Cc1cccs1
  A = 13; B = -0.3; C = x; D = -10; E = -6; F = -11; G = 40
COC(=O)C1=C(C)N(Cc2ccc(Br)cc2)C(=S)NC1c1ccc(OC)cc1 (centres undefined)
  A = 2; B = -0.6; C = 5; D = -21; E = 0; F = -6; G = x
CCCOc1ccc(NC(=O)C(=O)NCCCn2ccnc2)cc1
  A = 46; B = x; C = x; D = 5; E = -6; F = -4; G = x
CCc1nc(N2[C@@H](C#N)[C@H](c3ccccc3-c3ccc(F)cc3)[C@@H]2CO)sc1C
  A = x; B = 1.4; C = -9; D = 6; E = 11; F = 4; G = x
O=C(NCC[C@H]1CC[C@H](NS(=O)(=O)Cc2ccccc2)[C@H](CO)O1)C1CC1
  A = 2; B = -2.0; C = -5; D = 4; E = 1; F = 4; G = x
COc1ccc(F)cc1-c1cc(C(=O)NCc2ccccc2)[nH]n1
  A = -21; B = 0.5; C = -6; D = -4; E = -2; F = -3; G = -7
CC1CN(S(=O)(=O)c2cccc(C(=O)OCCOc3ccccc3)c2)CC(C)O1 (centres undefined)
  A = 4; B = 0.1; C = -2; D = -22; E = -4; F = x; G = x
COc1cccc(NC(=O)N[C@H]2CC[C@H](CC(=O)Nc3ccc(-c4ccccc4)cc3)O[C@@H]2CO)c1
  A = 45; B = 0.9; C = 2; D = -7; E = 1; F = -2; G = -31[16.7 µM]
CCOC(=O)CN1CCc2c(C)nc3c(-c4ccc(OC)c(OC)c4)cnn3c21
  A = -28; B = x; C = 0; D = x; E = x; F = x; G = 11
COc1cccc(S(=O)(=O)N[C@H]2CC[C@H](CC(=O)NCc3ccccc3)O[C@H]2CO)c1
  A = -2; B = 0.7; C = x; D = 12; E = -4; F = 5; G = x

Exported as labelled records: part of the list above
> CN(CC(=O)Nc1cccc(S(=O)(=O)N(C)c2ccccc2)c1)Cc1cccs1
  PAX8 inh HTS: 13
  CFTR F508del cor: -0.3
  FN deposit inh: x
  INS-1E GSIS act: -10
  EWS-Fli block: -6
  DENV2 CPE: -11
  miR122 inh: 40
> COc1ccc(F)cc1-c1cc(C(=O)NCc2ccccc2)[nH]n1
  PAX8 inh HTS: -21
  CFTR F508del cor: 0.5
  FN deposit inh: -6
  INS-1E GSIS act: -4
  EWS-Fli block: -2
  DENV2 CPE: -3
  miR122 inh: -7
> CCCOc1ccc(NC(=O)C(=O)NCCCn2ccnc2)cc1
  PAX8 inh HTS: 46
  CFTR F508del cor: x
  FN deposit inh: x
  INS-1E GSIS act: 5
  EWS-Fli block: -6
  DENV2 CPE: -4
  miR122 inh: x
> CCCOc1ccc(NC(=O)C2CC(=O)N(C)C(=Nc3cccc(OC)c3)S2)cc1 (centres undefined)
  PAX8 inh HTS: 16
  CFTR F508del cor: -1.0
  FN deposit inh: 2
  INS-1E GSIS act: -41
  EWS-Fli block: 8
  DENV2 CPE: -7
  miR122 inh: -1
